Screens as filed in PubChem BioAssay.
NCI-60 one-dose screen, 48 h, at 10 µM unless noted. Numbers give growth in % (100 = growth as untreated, 0 = no growth, -100 = all killed).
SNB-75 – SNB-75 CNS cancer; hit rate 5% among 79,000; AID 1794750
KM12 – KM12 colon cancer cells; hit rate 5% among 82,000
HCT-15 – HCT-15 colon cancer; AID 1794746; hit rate 5.2% among 82,000
HCC-2998 – HCC-2998 colon cancer; hit rate 4.7% among 79,000; AID 1794799
HCT-116 – HCT-116 colon cancer. hit rate 7.3% among 82,000
SNB-19 – SNB-19 CNS cancer cells; hit rate 2.5% among 81,000
SF-539 – SF-539 CNS cancer; hit rate 6.8% among 81,000
SW-620 – SW-620 colon cancer; hit rate 5.2% among 82,000
SF-295 – SF-295 CNS cancer cells. hit rate 5.6% among 79,000
Active calls of the source: *; nt = not tested or not shown. The calls were made as follows: active = growth percent below 10; inactive = the rest.

Every second line gives: SNB-75	KM12	HCT-15	HCC-2998	HCT-116	SNB-19	SF-539	SW-620	SF-295
CCOc1ccc(/C=N/NC(=O)Cn2nc(Cc3ccccc3)c3onc(C)c3c2=O)cc1
 : -24*	66	63	61	10	-3.5*	-47*	43	11
CN=C(N)c1ccc(N)cc1
 : 90	106	109	106	102	101	96	107	109
C=C(C)[C@@H]1CC[C@]2(C(=O)ON)CC[C@]3(C)[C@H](CC[C@@H]4[C@@]5(C)C/C(=C/c6ccc(Br)cc6)C(=O)C(C)(C)[C@@H]5CC[C@]43C)[C@@H]12
 : 104	70	58	83	49	78	76	82	75
COc1cc(C(=O)CBr)c(OC)cc1C
 : 98	103	104	105	112	118	106	104	104
N#Cc1c(-c2ccc(Cl)cc2)nc(N/N=C/c2cccc(Br)c2)nc1N1CCOCC1
 : 77	95	8.4*	96	62	107	79	31	91
OCCCC1CCN(CCO)CC1
 : 90	104	94	100	107	107	91	122	111
C=CCNC(=S)NNC(=S)NCC=C
 : 77	100	115	88	91	98	114	101	97
CCOCCNc1ccc(S(=O)(=O)c2ccc(N)cc2)cc1N
 : 97	99	109	101	102	114	109	102	96
COc1ccccc1-c1cc(=O)c2c(OC)c3ccoc3cc2o1
 : 97	94	89	nt	80	93	106	107	86
O=C(CCN1C(=O)CCC1=O)Nc1nccs1
 : 91	110	103	93	101	98	93	107	100

Filtered by structure, the entries above with bromine (3)
Every second line gives: SNB-75	KM12	HCT-15	HCC-2998	HCT-116	SNB-19	SF-539	SW-620	SF-295
C=C(C)[C@@H]1CC[C@]2(C(=O)ON)CC[C@]3(C)[C@H](CC[C@@H]4[C@@]5(C)C/C(=C/c6ccc(Br)cc6)C(=O)C(C)(C)[C@@H]5CC[C@]43C)[C@@H]12
 : 104	70	58	83	49	78	76	82	75
COc1cc(C(=O)CBr)c(OC)cc1C
 : 98	103	104	105	112	118	106	104	104
N#Cc1c(-c2ccc(Cl)cc2)nc(N/N=C/c2cccc(Br)c2)nc1N1CCOCC1
 : 77	95	8.4*	96	62	107	79	31	91

Remaining list, next part.
Every second line gives: SNB-75	KM12	HCT-15	HCC-2998	HCT-116	SNB-19	SF-539	SW-620	SF-295
O=P(O)(O)c1cccc(Cl)c1
 : 101	102	103	94	102	104	103	107	100
C/C=C/C(N)=O
 : 91	103	97	109	98	nt	101	97	106
CCCCC/C=C/C/C=C/CCCCCCCC1=NC(C)(C)CN1C(C)C
 : 43	-92*	-3.3*	-9.1*	-37*	47	66	-70*	31
COC(=O)/C=C1/SC(N2N=C(c3cccs3)CC2c2ccc(F)cc2)=NC1=O (stereo not given)
 : 48	31	-9.7*	34	-15*	76	92	3.4*	91
O=C(O)c1ccc2c3c(ncnc13)-c1ccccc1C2=O
 : 20	46	27	-58*	91	38	63	88	62
CC(=O)NCCCCN1CCCCC1
 : 82	109	95	97	108	107	94	112	94
CCOC(=O)c1[nH]cnc1/N=N/N(C)C
 : 73	106	105	121	111	101	109	97	100
N=c1c2cc(-c3ccccc3)oc2ncn1/N=C/c1ccc(Br)cc1
 : 58	24	58	100	51	75	74	31	84
COc1cc(C(=O)c2c(-c3ccccc3)oc3c(OC)cccc23)cc(OC)c1O
 : 22	17	13	-3.7*	10	26	-13*	23	2.9*
OC(c1cc(-c2ccc(Cl)cc2)nc2c(Cl)cccc12)C1CCCCN1 (stereo not given)
 : -81*	-89*	-58*	-69*	-29*	-70*	-72*	-86*	-81*

Part of the list above in a different format:
mol	SNB-75	KM12	HCT-15	HCC-2998	HCT-116	SNB-19	SF-539	SW-620	SF-295
CC(=O)NCCCCN1CCCCC1	82	109	95	97	108	107	94	112	94
CCOC(=O)c1[nH]cnc1/N=N/N(C)C	73	106	105	121	111	101	109	97	100

(continued)
Every second line gives: SNB-75	KM12	HCT-15	HCC-2998	HCT-116	SNB-19	SF-539	SW-620	SF-295
O=c1[nH]c(=S)[nH]c2nc(/C=C/c3ccccc3)c(/C=C/c3ccccc3)nc12
 : 97	103	98	102	96	96	98	103	99
COc1ccc(Nc2nc(SCC(C)C)nc(-c3ccc(F)cc3)c2C#N)cc1
 : 71	44	46	93	36	50	66	48	41
CN(C(=O)Cn1ccnc1)C(c1ccccc1)c1ccccc1
 : 79	102	95	98	106	97	94	99	96
CC(=O)c1ccc(NC(=O)CSc2nnc(C(C)c3ccc(CC(C)C)cc3)o2)cc1 (stereo not given)
 : 101	96	98	91	100	105	96	99	98
O=C(O)COC1CC(=O)N2c3ccccc3C34CCN5C(=O)C(=O)C(CC53)C1C24 (stereo not given)
 : 101	107	92	nt	110	102	98	107	120
O=C(O)c1ccc(-c2nn(-c3ccc(C(=O)O)cc3)cc2CNc2ccc3c(c2)OCO3)cc1
 : 95	98	98	95	95	100	101	97	101
C=CCOc1ccc(S(C)(=O)=O)cc1
 : 98	115	99	105	101	105	106	114	140
CC(=O)C1=C(O)/C(=C\C=C\c2ccccc2)OC1=O
 : 79	104	96	107	95	97	90	99	93
CC(=O)c1c(C)n(-c2ccccc2)c2c1c(-c1ccccc1)nc1ccccc12
 : 75	105	89	100	76	86	95	92	93
N#Cc1c(-c2cccnc2)nc(N=Nc2c(O)[nH]c3ccc(Br)cc23)[nH]c1=O
 : nt	103	98	123	96	101	97	103	97
CC(C)(C)OC(=O)N1C(=O)c2c(c3c4cccnc4[nH]c3c3ccc4ccccc4c23)C1=O
 : 96	nt	71	108	94	104	100	102	98
CCOc1cc(/C=C2\SC(=S)NC2=O)ccc1O
 : 65	103	72	84	83	85	76	88	87
CCN1C(=O)N(CC)C2C1NN=c1s/c(=C\c3ccc([N+](=O)[O-])cc3)c(=O)n12 (stereo not given)
 : 0.3*	20	16	11	7.3*	32	-7.9*	20	13
O=C(c1ccc(O)cc1)c1ccc(O)cc1
 : nt	100	100	105	95	111	100	113	102
Cc1ccccc1S(=O)(=O)N1C(=O)c2ccccc2S1(=O)=O
 : 105	102	101	92	99	108	94	106	107
O=c1oc2c(C(F)(F)F)cccc2cc1-c1csc(Nc2ccc(OCCF)cc2)n1
 : 19	2.3*	17	nt	-26*	28	-29*	26	4.4*
Nc1cccc(N=Nc2c(S(=O)(=O)O)cc3cc(Nc4ccc5c(O)c(N=Nc6cccc(N)c6)c(S(=O)(=O)O)cc5c4)ccc3c2O)c1
 : 96	102	101	109	113	99	98	112	103
O=C(O)CS(=O)(=O)c1ccccc1
 : 80	nt	100	100	104	104	115	96	117
CC1=C2C(=C[C@@](C)(CO)[C@@H]2OC(=O)N(C)CCN(C)C(=O)OC(C)(C)C)C(=O)[C@](C)(O)C12CC2
 : 80	74	21	76	16	72	58	71	5.1*
COc1cc(/C=N/n2cnc3oc(-c4ccccc4)cc3c2=N)cc(CN2CCCCC2)c1O
 : nt	-73*	-80*	-47*	-89*	-41*	-88*	-70*	-96*
CCOC(=O)C1=C(C)NC(SCc2cc(=O)oc3ccc(Cl)cc23)=N[C@@H]1c1cccc2ccccc12
 : 101	98	100	100	90	100	109	107	92
O=C(Nc1ccc(-c2nc(N3CCOCC3)c3cccn3n2)cc1)Nc1cccnc1
 : -27*	9.0*	6.7*	13	4.1*	5.9*	-40*	8.7*	-36*
CCOC(=O)c1cnc2ccc(Br)cc2c1Nc1cccc(NS(C)(=O)=O)c1
 : nt	63	94	101	89	91	103	95	92
N#Cc1c(-c2ccc(Cl)cc2)nc2c(c(-c3ccccc3)nn2-c2ccccc2)c1-c1ccc2c(c1)OCO2
 : 93	103	99	107	99	98	100	101	104
N/C(=N\c1nc2ccccc2s1)C(Cl)(Cl)Cl
 : nt	99	97	105	98	92	93	101	91
CCN(CC)CCCc1ccccn1
 : 90	103	99	102	84	99	99	94	94
CC1(C)[C@@H](OC(=O)c2cccnc2)CC[C@]2(C)[C@H]3C(=O)C=C4[C@@H]5C[C@](C)(C(=O)N6CCOCC6)CC[C@]5(C)CC[C@@]4(C)[C@]3(C)CC[C@@H]12
 : 88	94	77	97	65	96	75	89	97
CSc1ncnc2c1ncn2C1CCCO1 (stereo not given)
 : 83	110	103	113	101	nt	103	116	104
O=C(NCn1c(=O)[nH]c2ccccc2c1=O)Nc1ccccn1
 : 77	102	103	106	105	96	94	103	90
O=C1CCCCC1Nc1ccc(Br)cc1 (stereo not given)
 : 107	97	90	103	91	110	111	104	117
O=C(Cc1ccc(/C=C/C(=O)c2ncc[nH]2)cc1)Nc1c(F)c(F)c(F)c(F)c1F
 : 86	79	69	108	69	91	95	81	102
Nc1ccccc1-c1ccc(-c2ccccc2)c2c1[nH]c1ccccc12
 : 94	87	80	103	64	102	100	101	101
COc1ccc(-n2cc(-c3ccc(OC)c(OC)c3)nc2SCc2cccc(C#N)c2)cc1
 : 53	87	94	101	96	95	87	112	89
CSc1nc(-c2ccc(C)cc2)[nH]c1S(=O)(=O)c1ccccc1
 : 83	95	94	102	85	98	103	99	86
COc1ccc(/C=N/NC(=O)COc2ncnc3sc4c(c23)CCCC4)c(OC)c1OC
 : 72	104	101	nt	102	93	94	101	99
Cc1cc(C)c2cc(C(=O)N3CCSCC3)[nH]c2c1
 : 85	97	103	101	100	94	91	97	107
Cc1cccc(OCC(=O)O)c1C
 : 93	101	103	99	113	113	103	106	106
CC[C@H]1OC(=O)[C@H](C)[C@@H](O[C@H]2C[C@@](C)(OC)[C@@H](O)[C@H](C)O2)[C@H](C)[C@@H](O[C@@H]2O[C@H](C)C[C@H](N(C)C)[C@H]2O)[C@](C)(OC)C[C@@H](C)C(=O)[C@H](C)[C@@H](O)[C@]1(C)O
 : 94	103	106	102	105	109	114	108	107
O=C(CCCCCCN1CC(=O)N2[C@@H](c3ccoc3)c3[nH]c4ccccc4c3C[C@H]2C1=O)NO
 : 56	86	95	97	23	62	59	56	78
O=[N+]([O-])c1ccccc1NC1c2ccccc2Oc2ccccc21
 : 69	26	37	66	30	69	58	20	24

Pulled by structure from the list above, 3 records:
Every second line gives: SNB-75	KM12	HCT-15	HCC-2998	HCT-116	SNB-19	SF-539	SW-620	SF-295
O=C(c1ccc(O)cc1)c1ccc(O)cc1
 : nt	100	100	105	95	111	100	113	102
C/C=C/C(N)=O
 : 91	103	97	109	98	nt	101	97	106
COc1cc(/C=N/n2cnc3oc(-c4ccccc4)cc3c2=N)cc(CN2CCCCC2)c1O
 : nt	-73*	-80*	-47*	-89*	-41*	-88*	-70*	-96*

(next part)
Every second line gives: SNB-75	KM12	HCT-15	HCC-2998	HCT-116	SNB-19	SF-539	SW-620	SF-295
O=C(O)c1ccc(-n2cc(C(c3oc(CO)cc(=O)c3O)c3oc(CO)cc(=O)c3O)c(-c3ccc(F)c(F)c3)n2)cc1
 : 81	103	113	104	105	92	87	110	105
CCCCCCCOC(=O)Nc1ccc(OCC)cc1
 : 107	108	106	106	90	101	119	100	113
Cc1nc2c(nnn2-c2ccccc2)c2nc(-c3ccc([N+](=O)[O-])cc3)oc(=O)c12
 : 93	113	109	124	99	109	104	104	102
CCOc1ccccc1/C=C1\SC(=S)NC1=O
 : 92	104	95	110	99	99	104	98	104
C=C(C)C(C(=O)OCC)(C(=O)OCC)C(C)C
 : 86	106	102	119	109	100	105	107	nt
CO[C@H]1CC(=O)n2c3ccccc3c3c4c(c5c6ccccc6n1c5c32)C(=O)NC4=O
 : 4.5*	30	62	94	56	98	57	33	11
COc1cc2cc(Oc3ccc(NC(=O)c4cccc5c4OCCO5)cc3)c(C)nc2cc1OC
 : 87	45	63	85	41	74	85	84	52
Cc1noc(C)c1-c1ccc2[nH]c(=O)nc(-c3ccccc3)c2c1
 : 61	93	92	89	86	83	94	92	96
O=C(Nc1cc([N+](=O)[O-])ccc1O)c1ccc(C(=O)Nc2cc([N+](=O)[O-])ccc2O)cc1
 : 86	102	104	91	102	106	107	101	97
Cc1nc2sccn2c1/C=N/N1CCNC1=O
 : 100	99	109	101	103	100	92	87	100

An unsorted share of the library; 11% or so of the library scored in one or more.
